POLB inh – blocks human DNA polymerase beta activity. P06746. Pol beta primer extension/strand displacement, fluorescence kinetic. Potency, µM (top dose mostly 114 µM), inactives show top-dose activity change, negative = inhibition, hits mostly inhibitors. hit rate 1.3% among 340,000. AID 485314; note: % is set by controls: 0 for no effect and ±100 for the full control effect
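10 nM enzyme + cpd, 15 min RT; start with substrate 50 nM final; read 0 min and after 10 min RT. Corrected, normalized data; 4-parameter Hill curve fit.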
BAZ2B block – inhibitors of human BAZ2B bromodomain; AlphaScreen BAZ2B-H3K14Ac peptide displacement; Potency, µM (titrated, usually from 114 µM), for inactives: at the highest dose activity change, negative = inhibition, usual class: inhibitors; hit rate 4.4% among 360,000; note: % is set by controls: 0 for no effect and ±100 for the full control effect; nearly all actives have a fitted effect of over 60% in size
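AlphaScreen luminescence quantifies BAZ2B engagement of H3K14Ac peptide; the protein and biotinylated peptide are both at 50 nM final, buffer PBS pH 7.4 with 0.01% Tween-20, all steps at room temperature.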
POLH inh – DNA polymerase eta (human) inhibition; Q9Y253; recombinant Pol eta, fluorescent DNA replication assay; Potency, µM (highest dose often 114 µM), inactives show at the top dose activity change, negative = inhibition, actives largely listed as inhibitors; hit rate 1.2% among 390,000; note: % is set by controls: 0 for no effect and ±100 for the full control effect
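Pol eta at 10 nM preincubated with compounds 15 min at room temperature; reaction started with fluorescent substrate (50 nM final) and read kinetically at 0 and 10 min.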
BLM helicase inh – Bloom syndrome helicase (human) inhibition; P54132; recombinant BLM DNA unwinding, fluorescence dequenching; Potency, µM (top dose mostly 56.1 µM), without a hit: top-dose activity change, negative = inhibition, usual class: inhibitors; hit rate 0.2% among 350,000;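 note: plate controls were vehicle for no effect and no enzyme for full effect; nearly all actives have a fitted effect of over 35% in size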
APE1 inh – blocks human APE1 abasic DNA cleavage; P27695; recombinant APE1, TAMRA/BHQ-2 abasic DNA cleavage fluorescence; Potency, µM (doses to about 65.8 µM), for the others: at the highest dose activity change, negative = inhibition, actives largely listed as inhibitors; hit rate 0.35% among 350,000;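 note: plate controls were vehicle for no effect and reference inhibitor for full effect; nearly all actives have a fitted effect of over 55% in size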
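Compound pre-exposure to 0.75 nM APE1, 15 min at ambient temperature. Reaction initiated with 50 nM TAMRA/BHQ-2 THF substrate, read immediately in kinetic mode, 525 nm excitation, 598 nm emission.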
JMJD2A Tudor inh – JMJD2A Tudor domain (human) inhibition | O75164 | AlphaScreen JMJD2A-Tudor / H3K4me3 peptide binding | Potency, µM (titrated, usually from 114 µM), without a hit: at the top dose activity change, negative = inhibition, most hits filed as inhibitors | hit rate 4.4% among 390,000 | AID 504339; note: % is set by controls: 0 for no effect and ±100 for the full control effect; nearly all actives have a fitted effect of over 50% in size
Pol kappa inh – DNA polymerase kappa (human) inhibition. hit rate 0.53% among 400,000. Q9UBT6. Potency, µM (top dose mostly 107 µM), without a hit: at the highest dose activity, negative = inhibition, most hits filed as inhibitors. purified Pol kappa, fluorescent DNA synthesis assay, 10 min. AID 588579; note: % is set by controls: 0 for no effect and ±100 for the full control effect
Target sequence (Q9UBT6 whole entry, looked up): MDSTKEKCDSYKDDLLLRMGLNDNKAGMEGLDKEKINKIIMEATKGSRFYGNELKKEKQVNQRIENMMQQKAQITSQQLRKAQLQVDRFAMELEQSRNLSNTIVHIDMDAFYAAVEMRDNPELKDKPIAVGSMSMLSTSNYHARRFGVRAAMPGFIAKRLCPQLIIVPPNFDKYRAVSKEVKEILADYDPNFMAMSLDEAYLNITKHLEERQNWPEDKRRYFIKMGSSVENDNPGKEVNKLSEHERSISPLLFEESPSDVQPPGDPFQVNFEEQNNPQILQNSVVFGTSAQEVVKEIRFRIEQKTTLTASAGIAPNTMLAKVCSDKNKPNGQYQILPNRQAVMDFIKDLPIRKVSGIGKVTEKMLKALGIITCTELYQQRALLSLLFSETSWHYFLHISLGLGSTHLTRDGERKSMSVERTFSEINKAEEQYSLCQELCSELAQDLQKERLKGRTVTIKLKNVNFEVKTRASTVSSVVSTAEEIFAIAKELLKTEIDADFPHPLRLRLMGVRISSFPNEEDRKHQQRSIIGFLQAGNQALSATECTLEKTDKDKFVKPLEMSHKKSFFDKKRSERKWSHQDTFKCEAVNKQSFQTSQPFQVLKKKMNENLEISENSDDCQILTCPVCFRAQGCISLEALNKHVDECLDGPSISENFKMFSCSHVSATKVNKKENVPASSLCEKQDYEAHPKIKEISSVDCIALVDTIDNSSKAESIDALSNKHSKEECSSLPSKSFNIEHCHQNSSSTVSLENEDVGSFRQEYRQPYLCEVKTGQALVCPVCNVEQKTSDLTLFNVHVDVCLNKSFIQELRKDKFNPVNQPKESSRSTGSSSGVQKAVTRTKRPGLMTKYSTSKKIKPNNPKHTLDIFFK
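First, compounds were pin-transferred onto 10 nM Pol kappa. After 15 min at room temperature, substrate was added to 50 nM final. Fluorescence was then measured kinetically at 0 and 10 min.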
G9a block – inhibitors of human histone lysine methyltransferase G9a; G9a H3K9 monomethylation, AlphaScreen, 2 h; Potency, µM (top dose mostly 102 µM), without a hit: at the top dose activity, negative = inhibition, hits mostly inhibitors; hit rate 8.8% among 350,000; note: % is set by controls: 0 for no effect and ±100 for the full control effect; nearly all actives have a fitted effect of over 75% in size
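G9a (20 nM) preincubated 15 min RT with compounds, then 500 nM biotinylated H3K9 peptide and 20 uM SAM added; 2 h RT reaction. Monomethyl-H3K9 product detected by AlphaScreen with anti-H3K9me1 antibody, streptavidin donor and anti-rabbit IgG acceptor beads.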
POLI inh – DNA polymerase iota (human) inhibition. Q9UNA4. Pol iota fluorescent replication assay, 10 min. Potency, µM (doses to about 115 µM), without a hit: top-dose activity, negative = inhibition, actives largely listed as inhibitors. hit rate 1% among 390,000
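Fluorescent replication assay read twice, at 0 min and 10 min after adding 50 nM (final) substrate. Enzyme (10 nM) and compounds were first incubated 15 min at room temperature; enzyme-free buffer wells were negative controls.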
* hit, by the source's call; u = inconclusive; x = no result given; & = joins results of further samples; [ ] = remark or other dose. Calls come from the whole dose curve; as a rule, active = well fitted curve in the direction sought with a large enough effect; inconclusive = small, poorly fitted or top-dose-only effect, or another doubt; inactive = no such curve, though single readings can be large; an effect the other way counts as inactive or inconclusive. Potency is the fitted concentration of half-maximal effect.

SMILES	POLB inh	BAZ2B block	POLH inh	BLM helicase inh	APE1 inh	JMJD2A Tudor inh	Pol kappa inh	G9a block	POLI inh
O=C(COc1cccc2ccccc12)N1CCN(c2ccccn2)CC1	-2%	-1%	-8%	-2%	-14%	-10%	-14%	-14%[59 µM]	2%
O=C(CSc1nc2ccccc2s1)NC(=O)NCc1ccco1	22µM*	u	-7%	-10%	-4%	u	-25%	45µM*	-13%
Cc1c(C(=O)CN2CCSCC2)c2ccccc2n1C	1%	-24%	-13%	-6%	-3%	-14%	1%	-2%[59 µM]	18%
COc1ccc(C(CNC(=O)Nc2cccc(C)c2)N2CCN(C)CC2)cc1 (stereo not given)	13%	-3%	-2%	3%	-6%	-8%	-1%	1%[0.0925 µM]	43%[activator]
COC(=O)c1ccc2nc(NC(=O)CN3C(=O)CCC3=O)sc2c1	3%	56µM*	-1%	-4%	-3%	-21%[11.4 µM]	-14%	-7%[2.33 µM]	4%
Cn1nc(C(=O)Nc2ccc(S(=O)(=O)Nc3ncccn3)cc2)ccc1=O	-23%	u	28µM*	-10%	2%	-30%	u	-18%[12.7 µM]	u
Cc1cc(S(=O)(=O)Nc2cccnc2)c(Cl)cc1Cl	13%	-8%	2%	0%	22%	-3%	-14%	6%	-4%
O=C(O)CCSc1nnc(SCC(=O)NCC(F)(F)F)s1	15%	-5%	-17%	0%	4%	-15%	-6%	u	12%
Cc1ccc(/C=N/NC(=O)c2cc3c(s2)CCCC3)o1	x	8%	2%	x	15%	-14%	-6%	1%[12.7 µM]	0%
COCCCNC(=O)N1CCN(c2nnc(C)c3c(C)n(-c4ccc(Cl)cc4)nc23)CC1	-13%	-2%	x	1%	x	-17%	-20%	6%[59 µM]	-1%

Laid out differently: results already given
molecule | POLB inh | BAZ2B block | POLH inh | BLM helicase inh | APE1 inh | JMJD2A Tudor inh | Pol kappa inh | G9a block | POLI inh
Cn1nc(C(=O)Nc2ccc(S(=O)(=O)Nc3ncccn3)cc2)ccc1=O | -23% | u | 28µM* | -10% | 2% | -30% | u | -18%[12.7 µM] | u
Cc1cc(S(=O)(=O)Nc2cccnc2)c(Cl)cc1Cl | 13% | -8% | 2% | 0% | 22% | -3% | -14% | 6% | -4%
O=C(O)CCSc1nnc(SCC(=O)NCC(F)(F)F)s1 | 15% | -5% | -17% | 0% | 4% | -15% | -6% | u | 12%

New compounds follow:
SMILES	POLB inh	BAZ2B block	POLH inh	BLM helicase inh	APE1 inh	JMJD2A Tudor inh	Pol kappa inh	G9a block	POLI inh
CCOC(=O)N1CCN(c2ncc3c(n2)CC(c2ccc(OC)c(OC)c2)CC3=O)CC1 (stereo not given)	4%	-12%	-20%	-1%	x	-7%	8%	3%[59 µM]	38%[activator]
Cc1ccc(C(=O)O)cc1N=Cc1cc(Br)cc(Br)c1O	0%	-10%	u	-2%	26%	u	-18%	u	-6%
C[C@H](NC(=O)[C@@H]1Cc2ccccc2CN1C(=O)OC(C)(C)C)C(=O)NCC1CCCO1 (stereo not given in full)	39%	0%	-19%	2%	9%	-2%	4%	-7%	17%
Cc1cc(/C=N\NC(=O)CC(=O)NC2CCCCC2)c(C)n1-c1ccc(Cl)c(Cl)c1	31%	u	-13%	-10%	1%	u	-1%	-3%	-11%
Cc1cccc(CNc2ccc(C(CC(N)=O)NC(=O)c3cccc(Br)c3)cc2[N+](=O)[O-])c1 (stereo not given)	18%	-5%	-7%	0%	u	-4%	-1%	-5%[12.7 µM]	6%
CN(C)C(=O)CN1CCN(c2nc3nonc3nc2N2CCCCC2)CC1	8%	4%	-15%	0%	11%	10%	7%	9%	-12%
CC(=O)Nc1ccc(S(=O)(=O)N2CCN(C(=O)c3ncoc3-c3cccc(F)c3)CC2)cc1	8%	-1%	6%	-7%	-4%	0%	-6%	u	19%
CC(C)(C)c1nnc2sc(SCC(O)=C(C#N)c3nc4ccccc4[nH]3)nn2c1=O	x	x	u	x	x	-21%	-23%	x	u
Cc1onc(-c2ccccc2Cl)c1C(=O)N1CCCc2ccccc21	8%	10%	-1%	0%	-1%	-8%	-17%	10%	-6%
CCOC(=O)c1ccc(NC(=O)CSC2=NN3CCCC(=O)N=C3S2)cc1	21%	-2%	-4%	-3%	28%	-11%	-5%	-11%	41%[activator]
O=C(c1nnc(-c2ccc(Cl)cc2)o1)C1CCCC1	16%	x	-18%	0%	-1%	8%	-12%	23%	76%[activator]
CCCc1cc(=O)[nH]c(Nc2ccc(OCC)cc2)n1	-3%	-4%	x	1%	x	0%	-21%	2%[59 µM]	11%
O=C(NC1CCCC1)C(c1ccncc1)N(Cc1ccccc1F)C(=O)c1csnn1 (stereo not given)	15%	5%	-19%	1%	-1%[12.4 µM]	-1%	2%	-7%[59 µM]	-4%
Cc1oc(C(C)(C)C)cc1C(=O)NCC(=O)NCC(=O)O	29%	7%	2%	2%	2%	u	3%[60.1 µM]	u	-16%
CCOc1cccc(C2c3[nH]c4ccccc4c3CCN2C(=O)CSCc2ccc(F)cc2)c1 (stereo not given)	0%	4%	-19%	-9%	x	u	-7%[60.1 µM]	-6%[59 µM]	6%
CC1CN(C(=O)c2cc3c(=O)n4ccccc4nc3s2)CC(C)O1 (stereo not given)	5%	-3%	-17%	-2%	-3%	-3%	-18%	10%[59 µM]	131%[activator]
CCc1nc(SCc2cccnc2)c(C#N)cc1C	7%	68%[activator]	-23%	0%	-1%	-5%	-5%	-13%[12.7 µM]	35%[activator]
CCN(CC)c1ccc2cc(C(=O)Nc3ccccn3)c(=O)oc2c1	11%	14%	u	-1%	18%	18%[11.4 µM]	-16%&8%	46%[activator][12.7 µM]	-1%&21%
CCn1c(SCC(=O)Nc2cc(C)ccc2F)nnc1-c1ccccc1O	14%	2%	-15%	-1%	x	-1%	7%	-3%[59 µM]	35%[activator]
Cc1cc(C)c2nc(N3CCCN(C(=O)c4cnccn4)CC3)c(C#N)cc2c1	-7%	6%	u	-1%	-3%	36%[activator]	2%	17%	6%
O=C(NC1CCCc2ccccc21)c1ccccc1Cl (stereo not given)	9%	-22%	-19%	-3%	10%	13%[57.1 µM]	-12%	-4%	164%[activator]
COc1ccc(N2CCN(CCCNC(=O)c3ccc4nc(Cc5ccccc5)oc4c3)CC2)cc1	-7%	40µM*	-18%	5%	x	32µM*	-9%[60.1 µM]	14µM*	-1%
CN(Cc1cnc2nc(N)nc(N)c2n1)c1ccc(C(=O)NC(CCC(=O)O)C(=O)O)cc1C(F)(F)F (stereo not given)	x	x	-3%	x	x	-3%	-27%	x	29%
Cc1cc(C)n(-c2ccccc2C#N)n1	1%	38%[activator]	0%	2%	4%	-9%	-10%	56%[activator][59 µM]	29%
Cc1ccc(S(=O)(=O)c2nc(-c3ccccc3)oc2N2CCCC2)cc1	x	u	-22%	x	30%	28µM*	4%	1.3µM*	21%
O=C(/C=C/c1ccc(-c2ccccc2[N+](=O)[O-])o1)c1ccccc1	1%	11µM*	-20%	u	4%	u	-9%	32µM*	-12%
CCOc1[nH]n(-c2ccc(Cl)cc2)c(=O)c1C=Nc1ccc(C)cc1	27%	-25%	x	0%	-4%	x	x	u	x
CCC(C)NC(=O)CSc1nc2cc3c(cc2c(=O)n1CCCC(=O)NCc1ccc2c(c1)OCO2)OCO3 (stereo not given)	3%	-2%	-10%	-9%	x	-10%	-1%[60.1 µM]	5%[59 µM]	15%
COc1ccc(C2NC(=O)NC(C)=C2[N+](=O)[O-])cc1 (stereo not given)	43%	u	-13%	2%	0%	10%	3%	28%	-4%
NS(=O)(=O)c1ccc(CCNC(=O)c2ccc(Cl)s2)cc1	32%	4%	-5%	-2%	6%	-14%	6%	-8%	13%
Cc1cc(C(F)F)n2nc(C(=O)Nc3cccc(S(=O)(=O)N4CCOCC4)c3)nc2n1	47%	-1%	-8%	-1%	5%	-11%	-5%	x	10%
CCCn1nnc(NC(=O)c2cccc(OCC(C)C)c2)n1	43%	-3%	-18%	0%	1%	7%	4%	-23%	12%
COc1ccc(S(=O)(=O)N2c3ccccc3OCC2C(C)(C)C)cc1 (stereo not given)	3%	9%	0%	-14%	-3%	-3%	10%	11%	53%[activator]
CCC(C)NC(=O)c1sc2nc(C)c(C(=O)Nc3ccc(C)cc3C)c(-c3ccc(NC(C)=O)cc3)c2c1N (stereo not given)	26%	5%	-18%	-4%	x	-8%	-6%	2%[59 µM]	12%
COc1ccc(C(=O)Nc2cccc(/C(C)=N/NC(=O)c3ccc([N+](=O)[O-])c(C)c3)c2)cc1OC	13%	6%	-5%	-4%	-4%	-10%	-4%	-3%	21%
COc1ccccc1CNC(=O)Cc1cc(=O)[nH]c(=O)[nH]1	-3%	2%	-4%	5%	-1%	-5%	10%	-6%	-13%
Cc1ccc(CC(=O)Nc2cc(C)ccn2)cc1	-2%	-37%	-3%	-1%	8%	-4%	0%	9%	-11%
Cc1[nH]n(-c2ccccc2)c(=O)c1N=Nc1ccccc1	u	2.5µM*	-5%	-2%	u	11µM*	1%	3.5µM*	8%
Cc1nnnn1/C(=C\c1ccccc1)C(=O)OCC(=O)NC(C)(C)C	-4%	-3%	-9%	4%	2%	-8%	0%	12%[59 µM]	-11%
CC(NC(=O)CNC(=O)c1sc2ccccc2c1Cl)c1cccnc1 (stereo not given)	17%	4%	-15%	-9%	10%	-9%	1%	11%	19%
Cc1c(NC(=O)Nc2ccccc2)c(=O)n(-c2ccccc2)n1C	3%	-12%	-6%	-3%	61%[activator]	-16%	-1%	12%	15%
O=C(COn1nnc2ccc(Cl)cc21)NC12CC3CC(CC(C3)C1)C2	u	-2%	-25%	-4%	0%	-6%	-14%	u	19%
Cc1ccc2c(c1)c1ncnc(N3CCOCC3)c1n2C	29%	0%	-16%	-6%	-8%	u	-8%	-6%	17%
CCOc1ccccc1/C=N/NC(=O)c1nnn(-c2nonc2N)c1CN1CCCC1	8%	0%	-4%	-2%	7%	-6%	-6%	18%	-6%
O=C(Nc1ccsc1C(=O)O)c1cccc(C(F)(F)F)c1	9%	-41%	6%	0%	20%	-25%	-4%	-20%	-5%
CCOC(=O)CSc1nnnn1-c1cc(OC)ccc1OC	14%	10%	-4%	1%	-3%	-8%	-3%	-9%	-8%[58.9 µM]
Cc1ccc(C(=O)Nc2ccc(C(=O)N/N=C/c3ccncc3)cc2)cc1	u	u	x	0%	-5%	x	x	32µM*	x

This is a subset. The share of hits here may be higher or lower than overall.
